Bioassay records from PubChem BioAssay.
TWEAK-Fn14 inh = blocks TWEAK-Fn14 interaction in a reporter cell assay | TWEAK-stimulated Fn14 reporter cells, luciferase luminescence, 8 h | inhibition, % at 10 µM | 360,000 tested, 2% active; in the data active = inhibition above about 50%
TRAIL sens C8 = caspase-8 TRAIL sensitization; inhibition (viability loss, TRAIL sensitization), % at 10 µM; 360,000 tested, 1% active; NB7+C8 cells + TRAIL, ATPlite viability luminescence;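 active = compounds causing at least 50% loss of cell viability in the single-dose screen, relative to plate controls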
Shn3 inh set2 = inhibitors of Schnurri-3 3'UTR reporter in osteoblasts; AID 588674; 360,000 tested, 0.52% active; inhibition, % at 12.5 µM; Clone20 osteoblast Shn3 3'UTR firefly luciferase, 24 h;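 active = mean inhibition of at least 75% with every replicate also reaching 75%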;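 note: 0% = median of neutral control wells and 100% = pilot-screen positive control compound; some compounds past the cut are filed as inactive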
TRPM1 prom inh = reduces MITF-dependent TRPM1 promoter luciferase signal. inhibition, % at 12.5 µM. 330,000 tested, 0.83% active. SK-MEL-5 TRPM1 promoter luciferase, 24 h. AID 488899;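 active = mean inhibition across replicates of 60% or more, whatever share of single replicates reaches that level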; note: values of inactives mirror those of a sister screen read the other way
Peg3 promoter = reduces Peg3 promoter-driven luciferase expression in HeLa | HeLa PEG-Prom luciferase reporter, luminescence, overnight | inhibition, % at 20 µM | 360,000 tested, 1.7% active | AID 588405;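 active = inhibition of at least 50% at 20 µM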
HIF-2a inh = HIF-2a inhibition. 786-0 RCC cells HIF-2a reporter, luciferase luminescence, overnight. inhibition, % at 18.8 µM. 360,000 tested, 0.72% active. AID 624352;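 active = inhibition of the luminescence signal of 40% or more relative to plate controls, in a single-dose primary screen at 18.75 µM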
TROY signal inh = inhibitors of TROY-dependent NF-kB signaling | Q293 LMP1-TROYcd NF-kB luciferase reporter, 4 h | inhibition, % at 10 µM | 360,000 tested, 0.98% active | AID 1347056;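 active = compounds whose plate-normalised and pattern-corrected inhibition of the luciferase reporter signal at the single screening dose is 50% or more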
KKLEB tox = counter-screen for CF NF-kB inhibitors: cytotoxicity | AID 602141 | 360,000 tested, 0.36% active | activity change (cytotoxicity), % at 5 µM | KKLEB CF airway cells viability, ATPlite luminescence, overnight; stronger effect = lower value; cells stimulated with P. aeruginosa culture filtrate;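 active = corrected activity change at or below -50% at 5 µM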
CF NFkB inh = blocks PAF-induced NF-kB reporter in cystic fibrosis cells. KKLEB NF-kB-GFP reporter, GFP fluorescence overnight. inhibition, % at 5 µM. 360,000 tested, 0.86% active. AID 588850;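 active = at least 50% inhibition at 5 µM, scaled per plate between neutral and stimulator controls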;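 note: PAF is a Pseudomonas aeruginosa culture filtrate used as stimulus; plate controls were PAF-stimulated DMSO wells for no effect and unstimulated DMSO wells for full effect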
NR2E3 ag-1 = activates human NR2E3 receptor | Q9Y5X4 | CHO-S Gal4-NCOR/VP16-NR2E3 two-hybrid, luciferase | inhibition of corepressor binding, % at 3.98 µM | 360,000 tested, 0.35% active | AID 602229;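 active = inhibition above the mean of all tested compounds plus 3 SD, cut at about 70% in these data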;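 note: 0% = DMSO with NR2E3 transfected cells and 100% = cells lacking NR2E3 construct; higher means lower luciferase signal from less NR2E3 corepressor binding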
Target sequence (Q9Y5X4 whole entry, looked up, the tested form may be a part): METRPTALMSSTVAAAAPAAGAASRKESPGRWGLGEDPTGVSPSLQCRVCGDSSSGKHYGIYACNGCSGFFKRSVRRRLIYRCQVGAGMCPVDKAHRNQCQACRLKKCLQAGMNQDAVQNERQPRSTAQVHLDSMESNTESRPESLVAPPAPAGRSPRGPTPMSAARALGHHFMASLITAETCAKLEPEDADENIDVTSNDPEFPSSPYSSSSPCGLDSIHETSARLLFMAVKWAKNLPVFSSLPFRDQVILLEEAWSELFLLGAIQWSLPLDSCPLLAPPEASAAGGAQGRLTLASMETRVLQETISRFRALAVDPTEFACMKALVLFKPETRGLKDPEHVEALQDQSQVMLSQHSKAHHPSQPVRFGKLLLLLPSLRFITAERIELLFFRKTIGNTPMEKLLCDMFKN
NR2E3 ag-2 = activates human photoreceptor nuclear receptor NR2E3. inhibition of corepressor binding, % at 4.78 µM. Q9Y5X4. AID 2300. 320,000 tested, 0.12% active. GST-NR2E3/biotin-RetCOR TR-FRET, 1536-well;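 active = percent inhibition above the cutoff of mean plus 3 SD of all tested compounds, set per screening campaign, cut at about 20% in these data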;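 note: 0% = DMSO wells and 100% = biotin wells as full block of FRET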
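Material – GST-tagged NR2E3 plus biotinylated RetCOR corepressor · Quantity – NR2E3 fusion 1.35 nM · Times – 5 h incubation at 4 °C · Medium – pH 7.5 Tris-based buffer · Technique – TR-FRET, Eu(K)-anti-GST donor, streptavidin-D2 acceptor, ex 340, em 617/671 nm · Benchmarks – high control biotin, low control 0.6% DMSO · Format – 1536-well plates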
Active calls of the source: *.

How did CC1CN(C(=O)COC(=O)c2cc(=O)c3ccccc3o2)CC(C)O1 (configuration not stated) do in these assays?
TWEAK-Fn14 inh: 4; TRAIL sens C8: -18; Shn3 inh set2: 5; TRPM1 prom inh: -15; Peg3 promoter: 5; HIF-2a inh: 11; TROY signal inh: 14; KKLEB tox: 4; CF NFkB inh: -12; NR2E3 ag-1: -12; NR2E3 ag-2: -2

What do the screens show for `O=C(Nc1ccn(Cc2ccccc2)n1)c1ccc(F)cc1`?
TWEAK-Fn14 inh: -4; TRAIL sens C8: 17; Shn3 inh set2: -62; TRPM1 prom inh: -22; Peg3 promoter: -206; HIF-2a inh: -248; TROY signal inh: -11; KKLEB tox: 0; CF NFkB inh: 1; NR2E3 ag-1: -95; NR2E3 ag-2: 1

How did OC(CNC1Cc2ccccc2C1)COc1ccc(Cl)cc1 (configuration not stated) do in these assays?
TWEAK-Fn14 inh: 11; TRAIL sens C8: 6; Shn3 inh set2: 5; TRPM1 prom inh: -4; Peg3 promoter: 12; HIF-2a inh: 14; TROY signal inh: 8; KKLEB tox: 3; CF NFkB inh: -16; NR2E3 ag-1: 1; NR2E3 ag-2: 1

How did CC(=O)C1=C(c2ccccc2)N(C(C)=O)n2c(C)nnc2S1 do in these assays?
TWEAK-Fn14 inh: 47; TRAIL sens C8: -8; Shn3 inh set2: 0; TRPM1 prom inh: 0; Peg3 promoter: -121; HIF-2a inh: -120; TROY signal inh: -5; KKLEB tox: 14; CF NFkB inh: -26; NR2E3 ag-1: -17; NR2E3 ag-2: -5

What do the screens show for `CC1CCCCC1NC(=O)c1cn(C)c2ccc(S(=O)(=O)N3CCCC3)cc2c1=O` (configuration not stated)?
TWEAK-Fn14 inh: -16; TRAIL sens C8: -8; Shn3 inh set2: -26; TRPM1 prom inh: -3; Peg3 promoter: 15; HIF-2a inh: 24; TROY signal inh: -24; KKLEB tox: 12; CF NFkB inh: 0; NR2E3 ag-1: 0; NR2E3 ag-2: -3

How did O=C1NC(=Nc2ccc(Cl)cc2)SC1Cc1cccc(Cl)c1Cl (configuration not stated) do in these assays?
TWEAK-Fn14 inh: 15; TRAIL sens C8: 0; Shn3 inh set2: -13; TRPM1 prom inh: 0; Peg3 promoter: 25; HIF-2a inh: 9; TROY signal inh: 27; KKLEB tox: 0; CF NFkB inh: -4; NR2E3 ag-1: 6; NR2E3 ag-2: -1

How did CSc1ccccc1OCc1cc(C(=O)NCCn2ccnc2C)no1 do in these assays?
TWEAK-Fn14 inh: -6; TRAIL sens C8: 0; Shn3 inh set2: -24; TRPM1 prom inh: -25; Peg3 promoter: 5; HIF-2a inh: 14; TROY signal inh: 4; KKLEB tox: -1; CF NFkB inh: 15; NR2E3 ag-1: -5; NR2E3 ag-2: -1

Results for N=C1/C(=C/c2ccc(OCc3ccccc3)cc2)C(=O)N=C2SC(CC(=O)N3CCOCC3)=NN12 ?
TWEAK-Fn14 inh: 10; TRAIL sens C8: -9; Shn3 inh set2: -48; TRPM1 prom inh: -33; Peg3 promoter: -160; HIF-2a inh: 1; TROY signal inh: -19; KKLEB tox: -1; CF NFkB inh: -20; NR2E3 ag-1: -108; NR2E3 ag-2: -1

How did CCCC(=O)Nc1ccc2c(c1)C(=O)N(CCC(=O)O)C2=O do in these assays?
TWEAK-Fn14 inh: -6; TRAIL sens C8: 18; Shn3 inh set2: -8; TRPM1 prom inh: 5; Peg3 promoter: 5; HIF-2a inh: 12; TROY signal inh: 17; KKLEB tox: 2; CF NFkB inh: 1; NR2E3 ag-1: 5; NR2E3 ag-2: 2

How did CN(C(=O)OC(C)(C)C)c1ccc(-c2nc3ccccc3s2)cc1 do in these assays?
TWEAK-Fn14 inh: 103*; TRAIL sens C8: 89*; Shn3 inh set2: 81; TRPM1 prom inh: 94*; Peg3 promoter: 90*; HIF-2a inh: 88*; TROY signal inh: 89*; KKLEB tox: -81*; CF NFkB inh: 28; NR2E3 ag-1: 89*; NR2E3 ag-2: 2

Results for Cc1ccccc1CS(=O)(=O)Cc1ccc(C(=O)N2CCOCC2)o1 ?
TWEAK-Fn14 inh: 2; TRAIL sens C8: -4; Shn3 inh set2: -14; TRPM1 prom inh: 0; Peg3 promoter: 25; HIF-2a inh: 14; TROY signal inh: 3; KKLEB tox: 3; CF NFkB inh: 2; NR2E3 ag-1: 1; NR2E3 ag-2: -3

How did C/C(=N\Nc1cc(C)nc(-c2ccccc2)n1)c1cccc([N+](=O)[O-])c1 do in these assays?
TWEAK-Fn14 inh: 2; TRAIL sens C8: 4; Shn3 inh set2: 14; TRPM1 prom inh: -9; Peg3 promoter: -14; HIF-2a inh: -13; TROY signal inh: -12; KKLEB tox: 1; CF NFkB inh: -15; NR2E3 ag-1: -12; NR2E3 ag-2: -1

What do the screens show for `CC(=O)N1CCc2cc(C(=O)CN3CCN(c4cccc(Cl)c4)CC3)ccc21`?
TWEAK-Fn14 inh: 11; TRAIL sens C8: 8; Shn3 inh set2: 26; TRPM1 prom inh: 16; Peg3 promoter: 0; HIF-2a inh: -22; TROY signal inh: 24; KKLEB tox: 12; CF NFkB inh: -38; NR2E3 ag-1: -27; NR2E3 ag-2: 1

How did COc1ccc(S(=O)(=O)NCCN2CCOCC2)c2ccccc12 do in these assays?
TWEAK-Fn14 inh: -16; TRAIL sens C8: -3; Shn3 inh set2: 5; TRPM1 prom inh: -4; Peg3 promoter: 3; HIF-2a inh: 9; TROY signal inh: 8; KKLEB tox: -16; CF NFkB inh: -13; NR2E3 ag-1: -28; NR2E3 ag-2: 2

How did Cc1nc(SCC(=O)c2ccccc2)[nH]c(=O)c1Oc1ccc(Cl)cc1 do in these assays?
TWEAK-Fn14 inh: 7; TRAIL sens C8: -1; Shn3 inh set2: -2; TRPM1 prom inh: 4; Peg3 promoter: 14; HIF-2a inh: 15; TROY signal inh: 33; KKLEB tox: -14; CF NFkB inh: 23; NR2E3 ag-1: -2; NR2E3 ag-2: 3

Results for COc1ccc(OCc2n[nH]c(=S)n2Cc2ccco2)cc1 ?
TWEAK-Fn14 inh: -4; TRAIL sens C8: -8; Shn3 inh set2: -2; TRPM1 prom inh: -19; Peg3 promoter: -24; HIF-2a inh: -52; TROY signal inh: 9; KKLEB tox: 0; CF NFkB inh: 0; NR2E3 ag-1: -18; NR2E3 ag-2: 3

How did O=C(COC(=O)c1ccccc1OCc1ccccc1Cl)NC1CC1 do in these assays?
TWEAK-Fn14 inh: -4; TRAIL sens C8: 15; Shn3 inh set2: -7; TRPM1 prom inh: 1; Peg3 promoter: 6; HIF-2a inh: 7; TROY signal inh: -11; KKLEB tox: -2; CF NFkB inh: 10; NR2E3 ag-1: 4; NR2E3 ag-2: -4

What do the screens show for `CCCCC(=O)NC(c1ccc(N(CC)CC)cc1)c1ccc2cccnc2c1O` (configuration not stated)?
TWEAK-Fn14 inh: 11; TRAIL sens C8: 10; Shn3 inh set2: 94*; TRPM1 prom inh: 58; Peg3 promoter: 59*; HIF-2a inh: 7; TROY signal inh: 33; KKLEB tox: -11; CF NFkB inh: -7; NR2E3 ag-1: -24; NR2E3 ag-2: 1

How did COc1ccc(-c2cc(C(=O)c3c(N)n(C)c(=O)n(C)c3=O)c3ccccc3n2)cc1 do in these assays?
TWEAK-Fn14 inh: -43; TRAIL sens C8: 81*; Shn3 inh set2: -85; TRPM1 prom inh: -54; Peg3 promoter: -98; HIF-2a inh: -212; TROY signal inh: -12; KKLEB tox: -38; CF NFkB inh: -10; NR2E3 ag-1: -84; NR2E3 ag-2: -2

What do the screens show for `COc1ccc(S(=O)(=O)N2CCCCCC2)cc1`?
TWEAK-Fn14 inh: -2; TRAIL sens C8: -17; Shn3 inh set2: 8; TRPM1 prom inh: 3; Peg3 promoter: 15; HIF-2a inh: 2; TROY signal inh: -46; KKLEB tox: 2; CF NFkB inh: 8; NR2E3 ag-1: -17; NR2E3 ag-2: 0

Compounds listed so far that have an aryl thioether with sulfur outside any ring, in the order listed:
How did CSc1ccccc1OCc1cc(C(=O)NCCn2ccnc2C)no1 do in these assays?
TWEAK-Fn14 inh: -6; TRAIL sens C8: 0; Shn3 inh set2: -24; TRPM1 prom inh: -25; Peg3 promoter: 5; HIF-2a inh: 14; TROY signal inh: 4; KKLEB tox: -1; CF NFkB inh: 15; NR2E3 ag-1: -5; NR2E3 ag-2: -1

How did Cc1nc(SCC(=O)c2ccccc2)[nH]c(=O)c1Oc1ccc(Cl)cc1 do in these assays?
TWEAK-Fn14 inh: 7; TRAIL sens C8: -1; Shn3 inh set2: -2; TRPM1 prom inh: 4; Peg3 promoter: 14; HIF-2a inh: 15; TROY signal inh: 33; KKLEB tox: -14; CF NFkB inh: 23; NR2E3 ag-1: -2; NR2E3 ag-2: 3

The list continues.
What do the screens show for `C[C@H]1CN([C@@H](C)CO)S(=O)(=O)c2ccc(C#CC3(O)CCCC3)cc2O[C@@H]1CN(C)C(=O)Cc1cccnc1`?
TWEAK-Fn14 inh: 3; TRAIL sens C8: -7; Shn3 inh set2: -9; Peg3 promoter: -10; HIF-2a inh: 8; TROY signal inh: 10; KKLEB tox: 7; CF NFkB inh: 6; NR2E3 ag-1: -13

How did CN(C)Cc1c(C(=O)N/N=C/c2ccc(OCc3ccc(F)cc3)cc2)nnn1-c1nonc1N do in these assays?
TWEAK-Fn14 inh: 27; TRAIL sens C8: 5; Shn3 inh set2: 4; TRPM1 prom inh: -23; Peg3 promoter: -37; HIF-2a inh: -7; TROY signal inh: -33; KKLEB tox: 6; CF NFkB inh: -16; NR2E3 ag-1: 8; NR2E3 ag-2: -2

Results for CC(OC(=O)CN1C(=O)c2ccccc2C1=O)C(=O)N(C)c1ccccc1 (configuration not stated) ?
TWEAK-Fn14 inh: -5; TRAIL sens C8: 0; Shn3 inh set2: 7; TRPM1 prom inh: 2; Peg3 promoter: -2; HIF-2a inh: 15; TROY signal inh: -19; KKLEB tox: -6; CF NFkB inh: 19; NR2E3 ag-1: 9; NR2E3 ag-2: 3

What do the screens show for `O=C1CCCc2cc3c(cc21)CCCC3`?
TWEAK-Fn14 inh: -8; TRAIL sens C8: -19; Shn3 inh set2: -8; TRPM1 prom inh: -8; Peg3 promoter: -13; HIF-2a inh: -14; TROY signal inh: -4; KKLEB tox: 7; CF NFkB inh: -15; NR2E3 ag-1: 1

How did O=C(NCCNC(=O)c1ccccn1)c1ccc(-c2ccccc2)cc1 do in these assays?
TWEAK-Fn14 inh: 20; TRAIL sens C8: 6; Shn3 inh set2: 4; TRPM1 prom inh: -1; Peg3 promoter: 15; HIF-2a inh: -1; TROY signal inh: -11; KKLEB tox: -7; CF NFkB inh: -7; NR2E3 ag-1: 6; NR2E3 ag-2: 0

What do the screens show for `CN(CC(=O)NCC1CCCO1)S(=O)(=O)c1ccc(Br)cc1` (configuration not stated)?
TWEAK-Fn14 inh: 5; TRAIL sens C8: -4; Shn3 inh set2: -10; TRPM1 prom inh: -9; Peg3 promoter: 13; HIF-2a inh: 18; TROY signal inh: 5; KKLEB tox: -4; CF NFkB inh: 28; NR2E3 ag-1: -7; NR2E3 ag-2: 0

An excerpt; count on the stated rates, not on these rows.
